FLuc act counter: affects firefly luciferase, flagging false hits in luciferase stimulation screens; P08659; ATPlite luciferase biochemical, luminescence, 10 min; 0 = ATP-free wells, 1 = DMSO control; activation factor at 10 µM; 200,000 tested, under 10 active; AID 1027;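 active = luciferase activation factor, scaled between plate controls, of at least 2 with compound at 10 µM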
Target sequence (P08659 whole entry, looked up): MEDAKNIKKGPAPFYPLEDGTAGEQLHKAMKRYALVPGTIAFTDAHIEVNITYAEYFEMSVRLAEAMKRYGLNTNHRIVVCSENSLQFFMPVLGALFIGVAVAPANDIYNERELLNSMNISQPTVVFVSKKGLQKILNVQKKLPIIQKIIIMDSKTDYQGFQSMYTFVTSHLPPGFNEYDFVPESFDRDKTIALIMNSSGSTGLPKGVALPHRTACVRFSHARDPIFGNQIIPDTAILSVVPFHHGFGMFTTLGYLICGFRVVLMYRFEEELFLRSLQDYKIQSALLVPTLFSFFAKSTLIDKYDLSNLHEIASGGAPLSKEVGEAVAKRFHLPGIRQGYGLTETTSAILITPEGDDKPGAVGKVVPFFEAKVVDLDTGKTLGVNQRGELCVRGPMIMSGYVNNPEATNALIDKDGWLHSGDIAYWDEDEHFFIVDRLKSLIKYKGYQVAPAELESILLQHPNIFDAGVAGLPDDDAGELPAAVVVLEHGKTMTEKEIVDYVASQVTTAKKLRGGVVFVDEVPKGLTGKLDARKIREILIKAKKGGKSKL
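System: cell-free luciferase reagent; medium: PBS as buffer for the ATP substrate; doses: test compounds dosed from 2 mM stocks in 100% DMSO; incubation: 10 min, room temperature; measured by: luminescence from luciferase reaction; read-out: luciferase activation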
NF-kB expr up: raises NF-kB expression in human neuronal cells. NF-kB reporter expression; stronger effect = higher value. fold change at 12.5 µM. 190,000 compounds, 1.6% hits. AID 1239; in the data active = fold change above about 3.3
Hsp70 activator: switches on Hsp70 transcription; activation, % at 10 µM; 200,000 compounds, 0.04% hits; AID 1203; HeLa Hsp70 promoter luciferase reporter, luminescence; scaled: vehicle 0, proteasome-inhibitor control 100%;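 active = activation above the mean across all tested compounds plus 3 SD, cutoff set per campaign, cut at about 5.5% in these data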;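 also: 100% = MG132 at 30 µM as the positive control and 0% = DMSO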
Redox H2O2 prof: compounds producing H2O2 with reducing agent – biochemical, NIH compound library profiling, artefact control for MLSCN library redox annotation, primary screen; DTT-dependent redox cycling H2O2, phenol red/HRP absorbance; 100% = 100 µM peroxide control, 0% = buffer; activation, % at 10 µM; 200,000 compounds, 0.03% hits;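 active = activation of at least 50% relative to the plate's high and low controls in the primary single-dose screen; inactive = activation below 50%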;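 also: compound incubated with DTT at 0.8 mM final as the reducing agent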
APP 5UTR inh: APP translation inhibition; SH-SY5Y APP 5'UTR-luciferase reporter, luminescence; inhibition, % at 2 µM; 190,000 compounds, 0.82% hits; AID 1285;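 active = inhibition above a set limit, derived from the sample mean plus 3 SD, cut at about 45% in these data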; also: values of inactives mirror those of a sister screen read the other way
APP 5'UTR act: APP 5'UTR luciferase reporter activation; SH-SY5Y APP 5'UTR luciferase reporter, luminescence; zero percent = DMSO vehicle wells; activation, % at 2 µM; 190,000 compounds, 1% hits; AID 1276;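 active = activation above a set limit, based on mean plus 3 SD of controls, cut at about 140% in these data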; also: values of inactives mirror those of a sister screen read the other way
STAT1 activator: increases IFN-gamma driven STAT1 reporter signal; AID 932; activation (% of control), % at 5.5 µM; NIH 3T3 STAT1-luciferase reporter, luminescence; 100% = IFN-gamma alone, no compound; 200,000 compounds, 2.6% hits;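 active = activation above the screen-wide mean activation plus 3 SD, cut at about 130% in these data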;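 also: raw ratio to IFN-gamma control signal so 100% means no change and 0% no light; values of inactives mirror those of a sister screen read the other way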
G6PDH counter: counter-screen for G6PDH assay hits: L. mesenteroides G6PDH inhibition; Purified L. mesenteroides G6PDH, diaphorase/resazurin coupled fluorescence, 45 min; inhibition, % at 5 µM; 200,000 compounds, 0.12% hits; AID 1020; in the data active = inhibition above about 50%
Efa HMGR inh: E. faecalis class II HMG-CoA reductase inhibition. AID 1066. inhibition, % at 10 µM. purified E. faecalis HMGR, NADPH absorbance 340 nm kinetic. 190,000 compounds, 0.41% hits;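 active = inhibition above a set limit, the median over all tested compounds plus 3 SD, cut at about 9.5% in these data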;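 also: enzyme runs in reverse so mevalonate oxidation gives rising NADPH absorbance; 0% = complete reaction with DMSO and 100% = background rate lacking mevalonate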
FLuc inhib CS: Photinus pyralis luciferase inhibition counter-screen | P08659 | ATPLite firefly luciferase biochemical luminescence, 10 min | inhibition, % at 10 µM | 200,000 compounds, 1.5% hits;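 active = inhibition above about 50% when tested at 10 µM, limit read from the data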
Active calls of the source: *; x = no result given.

Each structure is followed by: FLuc act counter, NF-kB expr up, Hsp70 activator, Redox H2O2 prof, APP 5UTR inh, APP 5'UTR act, STAT1 activator, G6PDH counter, Efa HMGR inh, FLuc inhib CS
> O=C(/C=C\c1ccc2c(c1)OCO2)NC1(C(=O)Nc2ccc3c(c2)OCCO3)CCCCC1
→ 1, 1.2, -0.2, -0.5, -1, 1, 86, 10, -7, -5
> CCC(=O)Nc1cc2c(cc1C(C)=O)OCCO2
→ 1.1, 1.3, 0.3, 0.5, -8, 8, 101, 0, -1, -8
> COc1ccc(OC)c(/C=N/NC(=O)CCc2ccc(O)c(O)c2)c1
→ 1, 0.95, -0.3, 0.2, 2, -2, 96, 24, -2, -1
> COc1ccc(-c2nnc3c4ccccc4c(C)nn23)cc1
→ 0.9, 1.4, -0.2, 1.8, -35, 35, 121, -3, 2, 14
> O=C(C1CCN(C2CCN(Cc3cccc4c3OCO4)CC2)CC1)N1CCOCC1
→ 1, 1.1, -0.3, 2.1, 1, -1, 102, 17, -4, 0
> c1csc(CNc2ccc3c(c2)OCCO3)c1
→ 0.9, 1.2, -0.5, 0.0, 0, 0, 86, 28, -2, 9
> Cc1ccc(NC(=S)Nc2cccnc2)c(S(=O)(=O)N2CCCCC2)c1
→ 1.1, 0.89, 0.2, -0.7, 10, -10, 94, 2, 1, -7
> CC(C)(C)NC(=O)CSc1nncn1NCc1ccccc1
→ 1.1, 1, -0.2, -0.2, 6, -6, 98, 0, -5, -6
> CCCn1nc(C(=O)N2CCc3ccccc3C2)c2ccccc2c1=O
→ 1, 0.83, -0.4, -4.1, -2, 2, 92, 2, -1, -4
> CC1(C)CC(=O)C2=C(C1)N(c1ccc(F)cc1)C(=O)C2(NC(=O)c1ccccc1)C(F)(F)F (centres undefined)
→ 1, 1.1, -0.3, -0.4, -3, 3, 104, 9, -3, -2
> CCn1c2ccccc2c2cc(NC(=O)CSc3nnc(-c4ccccc4)o3)ccc21
→ 1.1, 0.78, -0.4, 0.3, 58*, -58, 95, -2, -3, -6
> COc1ccccc1-c1cc(C(=O)NCCN2CCOCC2)no1
→ 1.1, 0.91, -0.1, 0.4, 2, -2, 99, 8, -2, -6
> COC(=O)c1cc(COc2ccc3oc(C)c(C(=O)OC)c3c2)c(C)o1
→ 1.1, 1.1, -0.2, 0.2, 3, -3, 93, 6, 1, -5
> CSc1nc2nc(-c3ccccc3)cc(C(F)(F)F)n2n1
→ 1, 0.91, 0.2, 0.0, -1, 1, 99, 3, -3, 3
> COc1ccc(Cl)cc1C(=O)Nn1cnc2ccccc2c1=O
→ 1.1, 1, 0.0, 1.4, -8, 8, 99, 7, -1, -6
> Cc1cc2[nH]ncc2cc1NC(N)=S
→ 1, 1.1, 0.2, -1.9, -4, 4, 98, 8, 0, 1
> O=C(NCCO)/C(=C\c1ccc([N+](=O)[O-])o1)NC(=O)c1ccccc1
→ 1, 0.73, -0.3, 0.1, 0, 0, 102, 1, -4, -4
> N#CCCNCC1(c2ccccc2)CCCC1
→ 1, 1.2, -0.6, 1.0, -11, 11, 102, -1, -2, 1
> C/C=C(\C)C(=O)NCCN1C2=NC[C@@H](C)N2C[C@@H]1Cc1ccc(OC)cc1
→ 1.1, 1, -0.1, -0.5, -8, 8, 105, 0, -2, -9
> OCCN(Cc1nc(-c2ccc3c(c2)OCO3)no1)Cc1cccs1
→ 1, 1.3, 0.3, -1.4, -8, 8, 111, 7, -1, -1

Reformatted as comma-separated lines: 2 of the compounds above
compound,FLuc act counter,NF-kB expr up,Hsp70 activator,Redox H2O2 prof,APP 5UTR inh,APP 5'UTR act,STAT1 activator,G6PDH counter,Efa HMGR inh,FLuc inhib CS
C/C=C(\C)C(=O)NCCN1C2=NC[C@@H](C)N2C[C@@H]1Cc1ccc(OC)cc1,1.1,1,-0.1,-0.5,-8,8,105,0,-2,-9
OCCN(Cc1nc(-c2ccc3c(c2)OCO3)no1)Cc1cccs1,1,1.3,0.3,-1.4,-8,8,111,7,-1,-1

More structures.
Each structure is followed by: FLuc act counter, NF-kB expr up, Hsp70 activator, Redox H2O2 prof, APP 5UTR inh, APP 5'UTR act, STAT1 activator, G6PDH counter, Efa HMGR inh, FLuc inhib CS
> Cc1cc2c(C)ccc(C)c2nc1SCC(=O)c1cccs1
→ 1.1, 1.3, 0.1, 2.3, 16, -16, 93, -46, -6, -5
> CN(Cc1ccccc1)S(=O)(=O)c1ccc(Cl)c(C(=O)NCCc2ccccn2)c1
→ 1, 0.82, -0.5, -0.5, -20, 20, 96, 9, -4, 3
> CCC(=O)Nc1ccc(C(=O)Nc2ccc3c(c2)C(=O)N(CC2CCCO2)C3=O)cc1 (centres undefined)
→ 1, 0.76, 0.0, 0.9, 9, -9, 98, 3, 0, -3
> COc1ccc(C(=O)NCc2nnc(SCC(=O)Nc3ccc4c(c3)OCO4)o2)cc1
→ 0.8, 0.89, -0.1, -0.1, -4, 4, 113, 11, 1, 17
> CCCCC(=O)Nc1cccc(-c2cn3ccccc3n2)c1
→ 0.7, 1.5, -0.1, -2.1, -27, 27, 121, -6, 3, 32
> CC(Oc1ccc2c(-c3ccccc3)cc(=O)oc2c1)C(=O)O (centres undefined)
→ 1, 1.3, 0.1, 0.5, -7, 7, 87, 4, -4, -3
> CCCCOc1ccc(-c2ncc(C(=O)OCC)c(N)n2)cc1
→ 1, 2, -0.3, 2.2, -22, 22, 128, -1, -1, 3
> CCOC(=O)CNC(=O)CSc1nnc(NC(=O)c2ccccc2Cl)s1
→ 0.3, 1.5, -0.3, -0.1, -18, 18, 110, 5, 0, 69*
> CCOC(=O)C(/C(C)=N/NC(=O)C1CC1c1ccccc1)C(C)C (centres undefined)
→ 1, 0.96, -0.3, -0.3, -31, 31, 105, 5, -3, 0
> COc1ccccc1OCc1nnc(SCC(=O)N2CCCCC2)n1-c1ccccc1
→ 1.1, 1.3, -0.3, -0.3, 1, -1, 98, 1, -4, -7
> O=C(O)C1CC=CCC1C(=O)Nc1cc(Cl)ccc1Cl (centres undefined)
→ 1, 1.1, -0.1, 0.7, -6, 6, 104, 3, 7, -3
> Cc1cc(N/C(=N\S(=O)(=O)c2ccc(Cl)cc2)c2ccc(F)cc2)no1
→ 1, 1.2, -0.3, -1.1, -2, 3, 102, 12, 4, 2
> COCCNC(=O)C1c2ccccc2C(=O)N(CCOC)C1c1ccc(F)cc1 (centres undefined)
→ 1, 0.95, -0.2, -1.2, -6, 6, 95, -6, -4, 0
> O=C(c1nc2nc(-c3ccc(Cl)cc3)cc(C(F)(F)F)n2n1)N1CCOCC1
→ 1, 0.98, -0.5, 2.1, -1, 1, 102, 8, 4, 1
> CC1=Nn2c(nnc2C2CCCCC2)SC1
→ 1, 1.1, -0.4, 2.6, -4, 4, 90, 11, 4, -4
> CCCC(=O)Nc1nc2ccc(NC(=O)c3ccccc3F)cc2s1
→ 1, 0.84, -0.1, -1.2, 76*, -76, 106, 10, -5, -4
> COc1cccc(NC(=O)c2ccc3c(SCC(=O)O)c4c(nc3c2)CCCC4)c1
→ 1, 1, -0.2, -0.8, 5, -5, 97, 6, -1, 3
> COc1ccc(NC(=O)c2cc3c(s2)CCC(C)C3)cc1S(=O)(=O)N1CCOCC1 (centres undefined)
→ 1.1, 0.95, -0.4, 0.0, 14, -14, 98, 10, 1, -9
> C[C@H](C(=O)C=[N+]=[N-])N1C(=O)c2ccccc2C1=O
→ 1, 1, -0.3, -7.9, -12, 12, 97, 5, -6, -4
> O=C(CSc1cccc[n+]1[O-])Nc1cc2c(cc1Cl)C(=O)c1ccccc1C2=O
→ 1, 1.1, 0.2, -0.7, -48, 48, 116, 3, 0, 2
> O=C(N/N=C/c1cc2ccccc2nc1Cl)[C@H]1C[C@@H]1c1ccccc1
→ 1, 0.5, -0.3, 0.0, -14, 14, 88, 7, 1, -2
> O=C(C[n+]1ccc(/C=N/O)cc1)NC1CCCCC1
→ 1, 1, -0.2, -0.6, 19, -19, 98, 7, -2, 0
> COc1ccc(NC(=O)CSc2c3c(nc4ccccc24)CCCC3)c(OC)c1
→ 1.1, 0.74, 0.1, 3.1, -6, 6, 93, 10, 2, -6
> CC1(C)CC(=O)C(C(N)=NC(=O)c2ccc([N+](=O)[O-])cc2)=C(O)C1
→ 1, 1.9, 0.0, -0.2, -13, 13, 105, -3, 3, 1
> CN(C)S(=O)(=O)c1ccc(Cl)c(C(=O)Nc2ccccc2[N+](=O)[O-])c1
→ 1.1, 0.97, -0.5, -0.3, 2, -2, 96, -12, 6, -6
> N#Cc1nc(-c2ccc(F)cc2)oc1NCc1ccccc1
→ 0.9, 1.1, 0.1, 0.4, -4, 4, 110, 3, 2, 7
> COCCn1c(SCC(=O)N2CCCc3ccccc32)nc2ccccc2c1=O
→ 1, 0.57, 0.4, -0.3, 12, -12, 104, 8, -1, -2
> Cn1c(-c2cccc(Br)c2)cnc1NCc1cccnc1
→ 1, 0.89, -0.1, -0.4, 5, -5, 100, -3, 0, 0
> COCCNC(=S)NCc1cccs1
→ 1.1, 1.1, -0.2, -0.8, 2, -2, 97, 4, -5, -6
> COCCCNc1nc2c(-c3cccc(C(F)(F)F)c3)nnn2c2ccccc12
→ 1, 1.2, 0.0, -1.7, -7, 7, 102, 9, 0, -5
> O=C(CN1C(=O)CCSc2ccccc21)Nc1ccc(F)cc1
→ 1, 1.1, -0.1, -0.4, -12, 12, 104, 1, -4, -4
> CSc1nc2n(n1)C(C)C1=C(CCCC1=O)N2 (centres undefined)
→ 1.1, 1.1, -0.2, 6.7, -3, 3, 106, 6, 4, -6
> CN1C(=O)c2ccc(NC(=O)c3cccc(N4C(=O)CCC4=O)c3)cc2C1=O
→ 1, 1.2, 0.0, -1.1, -16, 16, 102, 5, -5, 4
> COc1cccc(-c2nnn(CC(=O)Nc3cc(OC)c(NC(=O)c4ccco4)cc3OC)n2)c1
→ 1, 1, -0.4, 0.3, -10, 10, 98, 5, -2, -1
> Cc1cccc(NC(=O)CN2C(=O)S/C(=C\c3ccccn3)C2=O)c1
→ 1, 1, -0.2, -0.4, -3, 3, 105, 3, 0, -1
> CN=C(c1ccco1)n1c(=S)nc(-c2ccco2)n(C)c1=S
→ 1, 1.5, 0.1, -0.8, -16, 16, 103, 8, 5, -3
> O=C1c2ccccc2C(=O)N1Cc1nc(-c2cccnc2)no1
→ x, x, -0.1, -0.7, 16, -16, 108, x, x, x
> Cn1c(=O)c2c(nc(SCc3nc(N)nc(N4CCCCC4)n3)n2C)n(C)c1=O
→ 1.1, 0.68, -0.4, -0.2, -18, 18, 96, -2, 0, -6
